APJ ag = agonists of human APJ apelin receptor; P35414; CHO-K1 APJ PathHunter beta-arrestin, luminescence; 0% DMSO wells, 100% apelin; activation, % at 20 µM; actives 0.11% (n = 330,000);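 active means activation more than six SD over the plate average, tested at 20 µM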;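 further: 0% = DMSO alone and 100% = apelin-13 at 10 nM; some results filed as inactive read as strong as hits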
Target sequence (P35414 whole entry, looked up): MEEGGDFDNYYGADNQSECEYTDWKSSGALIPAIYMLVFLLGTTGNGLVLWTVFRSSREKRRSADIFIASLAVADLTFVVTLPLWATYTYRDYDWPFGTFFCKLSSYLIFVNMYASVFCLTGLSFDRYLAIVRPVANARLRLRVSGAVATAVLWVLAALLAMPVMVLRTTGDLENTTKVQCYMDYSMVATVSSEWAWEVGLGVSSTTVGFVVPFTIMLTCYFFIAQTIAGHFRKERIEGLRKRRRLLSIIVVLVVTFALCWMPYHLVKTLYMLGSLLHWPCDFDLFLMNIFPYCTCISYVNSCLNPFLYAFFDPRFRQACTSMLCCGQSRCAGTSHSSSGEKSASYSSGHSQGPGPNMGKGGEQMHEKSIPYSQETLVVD
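system = engineered CHO-K1 APJ arrestin reporter cells | input = 1000 cells per well | timing = overnight seeding, 90 min compound at 25 °C, 1 h detection | measured by = enzyme-fragment complementation luminescence | read-out = beta-arrestin recruitment to APJ as agonist activity, luminescent signal | control set = negative DMSO alone, positive Apelin-13 at 10 nM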
NALP3 yeast inh = inhibitors of NALP3 inflammasome in yeast. Yeast reconstituted NLRP3/ASC/caspase-1, beta-gal luminescence, 24 h. inhibition, % at 10 µM. actives 0.39% (n = 330,000). AID 2825;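 active means inhibition of 50% or more; inactive means inhibition below 50%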;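 further: plate controls were induced DMSO wells for no effect and uninduced yeast grown without galactose for full effect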
MPTP block = inhibitors of mitochondrial permeability transition pore. AID 602449. actives 1.4% (n = 360,000). isolated mouse mitochondria, Ca2+ swelling absorbance, 30 min. inhibition, % at 10 µM;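 active means inhibition of 50% or more, scaled per plate between neutral and stimulator controls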;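 further: 0% = DMSO wells given calcium and 100% = 1 mM EGTA wells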
beta cell repl = MIN6 beta-cell proliferation induction | MIN6 cells proliferation, ATPlite luminescence, 48 h; cells starved in 0.2% serum; 100% = growth in 10% serum | proliferation, % at 10 µM | actives 0.29% (n = 330,000);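 active means compounds whose signal lies at least 3.5 SD above the mean of all wells on their plate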;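 further: 0% = DMSO-treated cells in low-serum medium and 100% = 10% serum control; some compounds called inactive have numbers as strong as hits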
APJ antag = blocks the human apelin receptor APJ. P35414. CHO-K1 APJ beta-arrestin complementation, luminescence. inhibition, % at 20 µM. actives 0.32% (n = 330,000). AID 2521;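 active means inhibition above about 40% at 20 µM, limit read from the data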;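 further: cells challenged with 10 nM apelin-13 agonist together with compound; plate controls were apelin-13 plus DMSO wells for no effect and DMSO wells lacking apelin-13 for full effect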
tim10-1 inh = inhibits growth of tim10-1 mutant yeast | S. cerevisiae tim10-1 ts strain growth, BacTiter-Glo, 24 h | inhibition, % at 20 µM | actives 2.2% (n = 330,000);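 active means inhibition of at least 40%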;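 further: mutant grown at 25 °C; 0% = DMSO wells with yeast and 100% = wells holding no yeast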
GRIN3A LBD mod = modulators (binders) of human NR3A ligand-binding domain; Tm shift relative to glycine control, % at 25 µM; actives 2.5% (n = 340,000); NR3A LBD differential scanning fluorimetry, Tm shift; 0% = protein alone, 100% = glycine-bound protein; AID 1259313;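 active means melting temperature shift of at least 10% of the positive control shift, at one fixed dose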
TIM10 inh = inhibits growth of TIM10 yeast strain; S. cerevisiae TIM10 strain growth, BacTiter-Glo luminescence, 24 h; inhibition, % at 10 µM; actives 1.4% (n = 330,000); AID 463195;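 active means inhibition of 40% or more at the single tested concentration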;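 further: wild-type TIM10 isogenic control strain grown at permissive 25 °C; 0% = DMSO yeast wells and 100% = minimal medium wells without yeast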
tim23-1 inh = tim23-1 yeast growth inhibition; inhibition, % at 20 µM; actives 1.3% (n = 330,000); S. cerevisiae tim23-1 growth, BacTiter-Glo luminescence, 24 h; AID 463212;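 active means growth inhibition of the mutant yeast at or above 50%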;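 further: temperature-sensitive mutant grown at 25 °C; plate controls were DMSO-treated mutant yeast for no effect and medium wells lacking yeast for full effect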
* marks the source's active call; other numbers are inactive results; / = not tested or not shown.

SMILES	APJ ag	NALP3 yeast inh	MPTP block	beta cell repl	APJ antag	tim10-1 inh	GRIN3A LBD mod	TIM10 inh	tim23-1 inh
O=C(COC(=O)c1ccccn1)Nc1nccs1	9	8	-0.4	-2	-10	-2	-2	2	15
COc1ccc(OCC(O)COc2ccc(C(=O)O)cc2)cc1 (stereo not drawn)	-1	0	2.8	-2	-3	0	-1	5	-11
Cc1ccc(NS(=O)(=O)c2ccc(C(=O)NCc3ccc(S(N)(=O)=O)cc3)cc2)cc1	-2	-2	0.5	-3	4	-20	-13	-22	1
COc1ccccc1CNC(=O)CN1C(=O)NC2(CCCc3ccccc32)C1=O (stereo not drawn)	-4	14	-1.2	0	0	2	-2	8	7
CN1CCN(NC(=O)c2ccc(Br)s2)CC1	0	8	-0.6	-1	15	9	-2	-15	-2
COc1cc(/C=N/NC(=O)c2cc(C)oc2C)cc(OC)c1OC	-3	7	-2.8	0	12	0	-6	-2	12
CCOC(=O)c1[nH]c2ccc(OCC)cc2c1NC(=O)CN1CCC2(CC1)OCCO2	1	24	0.2	1	-5	10	1	5	5
COc1cc(/C=N/NC(=O)CSc2ccccn2)ccc1O	0	-30	-0.5	-3	-12	1	-4	-1	4
C=CCc1cccc2ccc(=O)oc12	-3	-12	0.5	0	-7	-3	-3	-7	-2
Cc1cc(Cl)ccc1NC(=O)CSc1nnc(-c2ccncc2)n1Cc1ccco1	0	-3	0.8	0	-2	19	-1	5	6
CCN(c1ccccc1)S(=O)(=O)c1ccc(C(=O)N(CCCN(C)C)c2nc3cc4c(cc3s2)OCO4)cc1	19	26	0.8	-7	15	64*	-3	52*	44
COC(=O)C1=CN(C(C)C)C=C(C(=O)OC)C1c1cc2c(cc1Br)OCO2	-2	3	2.6	-1	-11	10	2	-10	27
N#C/C(=C\c1cccs1)C(=O)c1ccccc1Cl	5	8	/	2	-3	16	0	19	62*
CC(=O)Oc1ccccc1N1C(=O)c2ccc(C(=O)O)cc2C1=O	-5	-8	-1.1	-1	-14	16	-4	6	-1
Cc1ccc(-c2n[nH]c(=S)n2/N=C/c2cc3c(cc2[N+](=O)[O-])OCO3)cc1	6	27	6.9	0	-5	12	-4	9	-9
COc1ccc(Cc2nnc(NC(=O)CS(=O)(=O)Cc3ccccc3)s2)cc1	-1	-2	-3.1	-4	5	-19	2	2	5
CC1=CC(c2ccccc2)n2nc(NC(=O)CCC(=O)O)nc2N1 (stereo not drawn)	-2	-10	0.2	-2	15	8	0	4	3
CN(CC(=O)Nc1cccc(F)c1)C(=O)c1cccc(S(=O)(=O)N2CCN(c3ccccc3)CC2)c1	2	3	1.4	-4	-6	3	-4	-10	-2
COc1ccc(CCNc2oc(COc3ccc(F)cc3)nc2C#N)cc1	-3	23	5.1	-3	8	26	-6	43*	35
Cc1ccccc1CN1C(=O)C(O)(CC(=O)c2ccncc2)c2ccccc21 (stereo not drawn)	-3	-26	3.4	-5	11	1	4	-11	5

Of the compounds above, these have a COOH group:
SMILES	APJ ag	NALP3 yeast inh	MPTP block	beta cell repl	APJ antag	tim10-1 inh	GRIN3A LBD mod	TIM10 inh	tim23-1 inh
COc1ccc(OCC(O)COc2ccc(C(=O)O)cc2)cc1 (stereo not drawn)	-1	0	2.8	-2	-3	0	-1	5	-11
CC(=O)Oc1ccccc1N1C(=O)c2ccc(C(=O)O)cc2C1=O	-5	-8	-1.1	-1	-14	16	-4	6	-1
CC1=CC(c2ccccc2)n2nc(NC(=O)CCC(=O)O)nc2N1 (stereo not drawn)	-2	-10	0.2	-2	15	8	0	4	3

Later entries.
SMILES	APJ ag	NALP3 yeast inh	MPTP block	beta cell repl	APJ antag	tim10-1 inh	GRIN3A LBD mod	TIM10 inh	tim23-1 inh
CC(C)(C)c1nnc(NC(=O)CCn2cnc3ccccc3c2=O)s1	-2	15	-0.1	-2	13	3	4	6	15
O=C(c1ccccc1)c1c(O)nc(-c2ccccc2)n(-c2ccccc2)c1=O	-2	6	0.6	-1	8	18	0	10	2
CC(C)C[C@@H](NC(=O)C1CCC(CNC(=O)[C@@H]2CCCN2C(=O)OC(C)(C)C)CC1)C(=O)O (stereo partly drawn)	-1	-6	0.6	4	0	-2	1	5	4
O=C(COc1cccnc1[N+](=O)[O-])NCc1ccc2c(c1)OCO2	-1	0	1.0	-2	-25	18	1	-17	15
Cc1ccc(NC(=O)c2nc(S(=O)(=O)Cc3ccccc3C)ncc2Cl)cc1C	-3	14	-2.5	-7	21	42*	-4	-33	68*
CCOc1ccccc1NC(=O)c1ccc(NC(=O)C2CCCO2)cc1 (stereo not drawn)	-1	30	-1.2	0	12	10	-1	-3	7
O=C(CSc1nnnn1-c1ccccc1)N1CCN(C(=O)c2ccco2)CC1	-1	-2	-6.0	-2	-11	-13	-1	-9	-9
O=C(c1cc2cc3ccc(Cl)cc3nc2o1)N1CCCCCC1	-2	22	-1.5	-3	-1	31	0	14	20
Cc1ccc(-c2[nH]c(=O)n3ccncc23)s1	3	2	1.7	1	-1	8	0	11	1
CCN(CC)S(=O)(=O)c1ccc(NC(=O)CN(c2cccc(F)c2)S(C)(=O)=O)cc1	-2	-25	1.2	4	-5	11	-9	10	-1
COc1cccc(NC(=O)NCCCN2CCN(c3ccc(F)cc3)CC2)c1	3	21	-0.1	-2	5	14	-1	-18	19
c1ccc(N(c2ccccc2)c2nc(N3CCCC3)nc(-n3ccnc3)n2)cc1	-4	20	10	-6	27	40	2	16	17
CCN(CC)CCCNC(=O)CN1N=C(c2ccc(OC)cc2)CCC1=O	2	4	-0.4	1	4	18	-3	-6	-3
Cc1ccc(/C=C/c2nc3ccccc3c(=O)n2CCc2ccccc2)cc1	-1	-1	2.6	0	0	23	3	26	14
Cc1ccc(S(=O)(=O)Oc2ccc(/C=N/NC(=O)c3ccncc3)cc2)cc1	12	23	0.5	4	-69	8	-2	7	15
O=C(COC(=O)/C=C/c1ccc(Cl)c(Cl)c1)NC1CCCC1	-1	12	-2.0	-3	-1	7	4	12	22
COc1ccc(C2NC(=S)NC(C)=C2C(=O)N2CCOCC2)cc1 (stereo not drawn)	-2	16	3.1	2	-5	-4	-1	-8	3
CN1C(C(=O)Nc2ccc(C(=O)O)cc2)=C(O)c2ccccc2S1(=O)=O	-1	1	0.4	-2	-2	7	3	10	9
CNC(=S)NNC(=O)c1ccccc1Cl	1	16	0.0	-3	0	11	-1	10	8
CN(C(=O)CSCC(=O)Nc1ccc(Cl)cc1)C1CCCCC1	-3	14	0.1	-4	-1	3	-1	0	14

With a hit mark in tim10-1 inh (from the list above):
mol | NALP3 yeast inh | MPTP block | APJ antag | tim10-1 inh | GRIN3A LBD mod | TIM10 inh
CCN(c1ccccc1)S(=O)(=O)c1ccc(C(=O)N(CCCN(C)C)c2nc3cc4c(cc3s2)OCO4)cc1 | 26 | 0.8 | 15 | 64* | -3 | 52*
Cc1ccc(NC(=O)c2nc(S(=O)(=O)Cc3ccccc3C)ncc2Cl)cc1C | 14 | -2.5 | 21 | 42* | -4 | -33

Single records (already shown). Order of values: APJ ag | NALP3 yeast inh | MPTP block | beta cell repl | APJ antag | tim10-1 inh | GRIN3A LBD mod | TIM10 inh | tim23-1 inh
CCN(CC)CCCNC(=O)CN1N=C(c2ccc(OC)cc2)CCC1=O is listed with 2 | 4 | -0.4 | 1 | 4 | 18 | -3 | -6 | -3
O=C(COc1cccnc1[N+](=O)[O-])NCc1ccc2c(c1)OCO2 is listed with -1 | 0 | 1.0 | -2 | -25 | 18 | 1 | -17 | 15
CC(C)C[C@@H](NC(=O)C1CCC(CNC(=O)[C@@H]2CCCN2C(=O)OC(C)(C)C)CC1)C(=O)O (stereo partly drawn) is listed with -1 | -6 | 0.6 | 4 | 0 | -2 | 1 | 5 | 4
Cc1ccc(-c2[nH]c(=O)n3ccncc23)s1 is listed with 3 | 2 | 1.7 | 1 | -1 | 8 | 0 | 11 | 1
Cc1ccc(NC(=O)c2nc(S(=O)(=O)Cc3ccccc3C)ncc2Cl)cc1C is listed with -3 | 14 | -2.5 | -7 | 21 | 42* | -4 | -33 | 68*

Additional results.
SMILES	APJ ag	NALP3 yeast inh	MPTP block	beta cell repl	APJ antag	tim10-1 inh	GRIN3A LBD mod	TIM10 inh	tim23-1 inh
COc1ccc2cc(C3(C)NC(=O)N(CC(=O)NCC(F)(F)F)C3=O)ccc2c1 (stereo not drawn)	-3	12	1.7	-4	3	-5	0	16	-2
CCNC(=O)NC(C(=O)OC)C12CC3CC(CC(C3)C1)C2 (stereo not drawn)	-2	9	-0.6	0	4	16	4	-2	13
Oc1ccc(CN2CCCCC2)c2cccnc12	0	5	-2.4	-3	-7	2	-1	14	-7
Cc1cc(C(=O)OCC(=O)NC(C)C)c2ccccc2n1	-3	4	-1.3	1	-7	10	-1	-1	17
C/C(Cl)=C\CNC(C)c1ccccc1 (stereo not drawn)	5	6	3.2	-3	23	-3	0	-7	34
O=C(COC(=O)COc1ccc(Cl)cc1Cl)NC1CCCCCC1	-1	4	-0.8	-3	3	5	-4	-2	16
Cc1ccc(N(CC(=O)NCc2ccc(F)cc2)S(=O)(=O)c2c(C)nn(C)c2C)cc1	-2	8	-1.1	-4	14	-3	0	5	13
CCCc1cc(C(=O)Nc2cc(OC)ccc2OC)cs1	-2	6	-0.8	2	-31	25	2	11	18

Taken from above (two entries):
SMILES	APJ ag	NALP3 yeast inh	MPTP block	beta cell repl	APJ antag	tim10-1 inh	GRIN3A LBD mod	TIM10 inh	tim23-1 inh
O=C(COC(=O)c1ccccn1)Nc1nccs1	9	8	-0.4	-2	-10	-2	-2	2	15
COc1ccc(OCC(O)COc2ccc(C(=O)O)cc2)cc1 (stereo not drawn)	-1	0	2.8	-2	-3	0	-1	5	-11

Compound activity from PubChem.

Hits appear at their usual frequency; overall some 7.2% were active at least once.
